# High-throughput results from PubChem BioAssay.
# CRFBP-R2 block: antagonists of CRF-BP/CRF-R2 complex, primary screen, cell-based, HEK293, calcium dye fluorescence, uHTS. CRF-induced calcium fluorescence. inhibition, % at 11.8 µM. 0.59% of 350,000 active. AID 588475, 2011;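 active = inhibition of the ligand-induced calcium signal above about 50% at the single tested concentration, limit read from the data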
# VIM-2 inh: VIM-2 metallo-beta-lactamase inhibitors, primary screen, biochemical, epi-absorbance readout, Pseudomonas aeruginosa enzyme | 0.89% of 290,000 active | inhibition, % at 5.6 µM | purified VIM-2, nitrocefin hydrolysis, epi-absorbance fluorescence;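 active = inhibition above the mean of all tested compounds plus 3 SD, cutoff set per screening run, cut at about 7.5% in these data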;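 note: red hydrolysis product quenches plate fluorescence so inhibitors raise well fluorescence; 0% = enzyme with DMSO and 100% = DMSO without enzyme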
# pCIP destab: p/CIP-EGFP fusion destabilizers, primary screen, fluorescence, F442A cells; Q05BA5; 16 h; 0.01% of 290,000 active; decrease of EGFP signal, % at 10 µM;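 active = EGFP signal decrease of at least 30% at 10 µM or well 3 SD below plate mean, unless failing retest; inactive = the rest, including hits failing retest or dose response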; note: some compounds called inactive have numbers as strong as hits; many of its hits are not listed in these tables
# IDE inh: human IDE inhibitors in live cells, primary screen, fluorescence polarization, HEK cells, FAbetaB substrate. FAbetaB cleavage. Insulin-degrading enzyme (Homo sapiens), P14735. inhibition, % at 5.59 µM. AID 434962, 2010. 0.41% of 320,000 active;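 active = percent inhibition above the average of all tested compounds plus 3 SD, set per screening campaign, cut at about 16% in these data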;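 note: IDE supplied by intact live HEK cells; FP after avidin binding of uncleaved biotin substrate so inhibition keeps polarization high; 0% = DMSO wells and 100% = 60 µM reference IDE inhibitor Ii1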
# IDE act: human IDE activators in live cells, primary screen, fluorescence polarization, HEK cells, FAbeta-B substrate; FAbeta-B cleavage; 0% vehicle, 100% cell-free pure enzyme wells; activation, % at 5.96 µM; 0.073% of 340,000 active; AID 493087, 2011;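 active = activation above the mean of all tested compounds plus 3 SD, set per screening campaign, cut at about 17% in these data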
# GalR3 antagonist: GalR3 antagonists in HEK293 cells, primary screen, cell-based, fluorescence readout | Galanin receptor type 3 (Homo sapiens), O60755 | HEK293 GalR3-CNG cAMP membrane potential fluorescence; galR3 body fused to GalR1 C-terminus | inhibition, % at 3 µM | 0.44% of 360,000 active;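 active = inhibition above the screen-wide average plus 3 SD, cut at about 13% in these data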;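 note: forskolin and galanin both at EC90 stimulate the cells; cAMP rise reported by CNG channel membrane potential dye signal; 0% = forskolin plus galanin with DMSO and 100% = forskolin alone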
# Target sequence (O60755 1-299 limits assumed): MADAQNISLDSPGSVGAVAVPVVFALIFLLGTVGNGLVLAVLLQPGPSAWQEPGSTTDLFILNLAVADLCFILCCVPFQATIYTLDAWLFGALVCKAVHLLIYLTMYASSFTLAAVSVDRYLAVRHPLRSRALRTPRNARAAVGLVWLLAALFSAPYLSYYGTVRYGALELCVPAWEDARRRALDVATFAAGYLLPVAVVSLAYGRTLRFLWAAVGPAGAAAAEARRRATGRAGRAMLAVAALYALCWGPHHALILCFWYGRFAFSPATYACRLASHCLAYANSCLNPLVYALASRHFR
# IMP-1 inhibitor: IMP-1 metallo-beta-lactamase inhibitors, primary screen, biochemical, epi-absorbance readout, Pseudomonas aeruginosa enzyme; 0.45% of 290,000 active; purified IMP-1, nitrocefin hydrolysis, epi-absorbance fluorescence; metallo-beta-lactamase IMP-1 (Pseudomonas aeruginosa); inhibition, % at 5.6 µM; AID 1556, 2009;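 active = inhibition above the mean plus 3 SD of all compounds in the same screening run, cut at about 4.5% in these data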;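 note: 0% = IMP-1 with DMSO and 100% = DMSO wells lacking enzyme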
#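 assay system = purified recombinant IMP-1 metallo-beta-lactamase enzyme | schedule = 15 min preincubation plus 25 min reaction at 25 °C | signal = Epi-absorbance fluorescence, 480 nm excitation, 530 nm emission | read-out basis = percent inhibition from optical density relative to buffer-blank wells | controls = IMP-1 with DMSO as 0%, enzyme-free DMSO as 100%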
# UBC9 SUMO inh: inhibitors of in vitro SUMOylation cascade, primary screen, biochemical, HTRF, uHTS; SUMO-conjugating enzyme UBC9 (Homo sapiens), P63279; HTRF SUMOylation assay, SAE1/SAE2 + UBC9; inhibition, % at 35 µM; 0.36% of 290,000 active; in the data active = inhibition above about 50%, passing the limit was not always enough; note: strong numbers were not always called active
# Target sequence (P63279 whole entry, looked up): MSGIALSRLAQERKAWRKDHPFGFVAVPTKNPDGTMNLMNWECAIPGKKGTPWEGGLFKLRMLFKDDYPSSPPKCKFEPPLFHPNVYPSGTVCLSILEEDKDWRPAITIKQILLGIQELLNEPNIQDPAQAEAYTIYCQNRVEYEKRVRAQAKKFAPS
# HCV NS3 hel inh: inhibitors of HCV NS3 helicase, primary screen, biochemical, Cy5 molecular beacon fluorescence; Hepatitis C virus NS3 helicase; 0.56% of 290,000 active; inhibition, % at 10.9 µM; AID 1800, 2009; NS3 helicase DNA unwinding;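 active = inhibition above the mean of all tested compounds plus 3 SD, set per campaign, cut at about 35% in these data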;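 note: 0% = DMSO wells and 100% = thioflavine S control wells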
#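 Compound dosing – single dose, 10.9 µM nominal final, DMSO 0.8% final · System – NS3 helicase fragment of HCV · Buffer or medium – MOPS pH 6.5, MgCl2, DTT, Tween20, BSA · Signal – Cy5 beacon fluorescence read at start and 1 h · Also added – annealed dual-labelled DNA beacon duplex, ATP-started · Schedule – 1 h at 25 °C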
# * marks the source's active call; other numbers are inactive results; . = no result given.
SMILES,CRFBP-R2 block,VIM-2 inh,pCIP destab,IDE inh,IDE act,GalR3 antagonist,IMP-1 inhibitor,UBC9 SUMO inh,HCV NS3 hel inh
COc1ccc(CNCCC(c2ccc(OC(C)C)cc2)c2ccccc2OC)cc1 (stereo not drawn),-8.4,-1.9,-5.4,3.1,-0.1,-8.9,-0.5,-21.4,-46.4
Cc1[nH]n2c(=O)cc(C(C)C)nc2c1-c1ccccc1,27.2,-1.6,8.5,-0.8,3.4,0.9,2.3,0.2,2.5
CN(C)CCCN(C(=O)c1ccc2c(c1)CCCC2)c1nc2c(F)cccc2s1,-54.5,-1.8,-15.7,2.4,4.4,-0.6,-3.2,-0.9,-65.2
CCOC(=O)C1CCN(C(=O)c2cc3c(-c4ccc(OC)c(OC)c4)nn(C)c3s2)CC1,1.4,1.7,-17.3,-0.5,4.8,.,-2.5,23.6,-17.3
O=C(O)c1nc(NCc2ccccc2)ncc1Cl,-11.4,1.4,-10.9,2.7,2.1,-8.1,4.3,0.2,8.7
O=C1CCCC(=O)N1c1ccc(Oc2ccc(Cl)cc2)cc1,14.8,-2.3,10.8,3.5,-3.2,-10.3,-2.8,2.6,7.5
O=c1c(Cc2ccc(Cl)cc2Cl)c(O)ccn1CC(F)(F)F,-5.7,-1.6,0.0,9.1,-1.6,-5.2,-4.6,-5.1,8.2
COc1ccc(N/C(N)=N/c2nc(C)cc(=O)[nH]2)cc1,18.8,-1.7,-4.8,2.1,-3.2,-0.6,-1.8,2.2,1.6
CC(C)C[C@@H](CO)N1CCN(Cc2cccnc2)CCC1=O,1.5,-1.6,1.6,6.6,6.4,-4.4,-3.6,0.0,3.2
Cc1ccccc1CCNC(=O)CCn1ccc2cc(S(=O)(=O)N3CCCC3)ccc21,-4.5,-1.1,7.1,6.4,0.2,-5.0,-3.4,1.6,2.4
NC1=NC(=O)/C(=C/c2ccccc2OS(=O)(=O)c2ccc3ccccc3c2)S1,-52.9,-1.6,-1.0,2.2,0.8,-9.2,1.2,18.4,-7.6
O=C(NC1CCN(S(=O)(=O)c2ccccc2C(F)(F)F)CC1)c1ccco1,-3.4,-0.3,13.9,-1.1,-3.8,-8.5,-0.1,4.3,12.9
Cc1ccc(OCCNC(=O)c2ccc(C)o2)cc1,-0.1,.,.,4.1,-0.4,-5.8,.,.,.
Cc1oc2c(C)c3oc(=O)c(CCC(=O)NCCCCCC(=O)O)c(C)c3cc2c1C,13.1,-1.3,4.2,-5.1,3.4,-12.1,-3.0,34.3,17.7
COc1ccc(-c2cc3ccccc3[nH]2)cc1,59.7*,-3.5,-6.1,2.4,3.2,2.7,-1.4,7.0,-37.7
CN1CCC(N(C)C(=O)c2cc(-c3ccccc3Cl)nc3ccccc23)CC1,-2.0,.,.,-1.9,3.9,-8.5,.,.,.
Cc1ccc(-n2c(SC3CCOC3=O)nc3ccccc3c2=O)cc1 (stereo not drawn),.,-3.1,2.6,3.1,.,.,-5.6,9.3,3.3
CC(=O)c1ccc(OCc2cc(C(=O)N(C)C(C)c3nccs3)no2)cc1 (stereo not drawn),3.4,-1.6,2.5,.,0.5,-6.4,-3.3,-6.3,-15.6
Cc1cc(=O)[nH]c2c(C)c(N)ccc12,2.5,1.4,7.2,-1.4,3.1,-4.5,-3.4,11.0,13.3
CN1CCN(C(=O)c2ccc3c(c2)N(Cc2ccccc2)CCS3)CC1,-64.3,-2.7,-6.1,0.4,-3.2,.,-2.3,33.9,-21.6
Cc1c(C(=O)N/N=C/c2ccccn2)nnn1-c1nonc1N,-1.4,-0.9,-18.1,-1.4,2.9,-5.9,-1.6,12.5,-10.5
Cc1ccnc2ccc(SC(F)(F)F)cc12,6.5,-1.5,-3.2,-0.1,3.0,-5.4,-2.4,21.7,15.6
COc1ccc(-c2nc(-c3ccc(Br)o3)no2)cc1OC,9.3,-1.4,2.1,-1.1,-7.2,-1.0,-3.5,2.1,-6.2
CCOC(=O)N1CCN(C(=O)c2ccc3c(=O)n(Cc4ccccc4OC)c(=S)[nH]c3c2)CC1,-31.1,-0.5,1.3,1.7,0.7,-2.1,0.4,2.8,1.2

# Whole records from above:
# Entry for `Cc1ccc(-n2c(SC3CCOC3=O)nc3ccccc3c2=O)cc1` (stereo not drawn) : CRFBP-R2 block: .; VIM-2 inh: -3.1; pCIP destab: 2.6; IDE inh: 3.1; IDE act: .; GalR3 antagonist: .; IMP-1 inhibitor: -5.6; UBC9 SUMO inh: 9.3; HCV NS3 hel inh: 3.3
# Entry for `CC(C)C[C@@H](CO)N1CCN(Cc2cccnc2)CCC1=O` : CRFBP-R2 block: 1.5; VIM-2 inh: -1.6; pCIP destab: 1.6; IDE inh: 6.6; IDE act: 6.4; GalR3 antagonist: -4.4; IMP-1 inhibitor: -3.6; UBC9 SUMO inh: 0.0; HCV NS3 hel inh: 3.2

# (further entries)
SMILES,CRFBP-R2 block,VIM-2 inh,pCIP destab,IDE inh,IDE act,GalR3 antagonist,IMP-1 inhibitor,UBC9 SUMO inh,HCV NS3 hel inh
CCCC(CCC(=O)Nc1ccn(-c2ccccc2)n1)C(=O)O (stereo not drawn),2.7,-2.6,-1.0,-6.6,1.5,-1.8,-5.2,18.2,1.9
O=C(CCS(=O)(=O)c1ccc2c(c1)NC(=O)CO2)NCc1ccccc1,2.4,-4.9,-10.5,0.2,-0.1,-6.0,-5.0,8.5,2.4
CCC(=O)Nc1c2c(nn1-c1ccc(F)cc1)CS(=O)C2 (stereo not drawn),1.6,-2.2,-13.0,0.8,1.8,-5.0,-4.6,12.2,5.0
Cc1cccc(C)c1NC(=O)CNC(=O)c1ccccc1OCc1ccccc1,-6.2,.,.,-0.7,2.7,-3.5,.,.,.
CC(=O)NC1(C(F)(F)F)C(=O)Nc2c1c(=O)n(C)c(=O)n2C (stereo not drawn),3.1,-5.0,-4.9,1.4,2.4,-1.5,-2.9,18.5,-0.9
Cc1ccc(CN2CCN(C(=O)c3ccncc3)CC2)cc1,12.4,1.6,-5.0,-1.2,-2.2,-5.4,0.4,19.0,-2.3
CCNC(=O)CSc1nc2ccccc2c(=O)n1OC,15.1,-0.9,1.8,-3.0,-0.1,-4.0,-1.5,-10.5,-0.6
CC(C)(C)OC(=O)C[C@@H]1C/C=C\C[C@H](CC(=O)N(CCO)Cc2ccccc2)C(=O)N[C@@H](Cc2c[nH]c3ccccc23)COC1=O,1.5,.,.,0.2,5.0,0.9,.,.,.
CC(NC(=O)c1cn(C)c2ccc(S(=O)(=O)N3CCCC3)cc2c1=O)c1ccccc1 (stereo not drawn),-4.8,-0.1,-8.9,4.3,-3.0,-7.8,-2.9,7.6,-7.2
Cc1ccccc1OCCCN1CCCC1,-6.1,-3.9,-12.2,-1.9,-0.7,-4.6,-3.1,-17.7,3.1
CCn1c(SCC(=O)Nc2nccs2)nnc1-c1ccco1,5.9,-1.2,4.0,5.4,-5.6,-5.5,-1.7,0.2,-13.6
Cc1ncc(CN2CCCCC2C(=O)Nc2ccc(Oc3ccccc3)nc2)cn1 (stereo not drawn),-0.2,-1.0,4.4,5.4,0.3,-0.8,-1.2,3.4,-4.3
Cc1ccc(Cl)c2sc(N3CCN(C(=O)c4ccco4)CC3)nc12,-6.3,.,.,10.8,-2.4,-3.1,.,.,.
O=C(COc1ccc(Cl)cc1)N1CCCC1,8.0,-0.5,8.1,5.0,4.5,-1.4,-2.3,7.1,-1.3
Cc1ccc(C)c(NC(=O)CN(C)C(=O)c2ccc(S(=O)(=O)N3CCCCCC3)cc2)c1,7.2,.,.,0.7,2.5,-6.7,.,.,.
O=C(COc1cc(Cl)c(Cl)cc1Cl)Nc1ccc([N+](=O)[O-])cc1Cl,-30.9,-1.1,-4.6,-0.3,-0.1,1.7,-0.4,19.1,5.6
O=S(=O)(Nc1nc2ccccc2nc1Nc1ccc(N2CCOCC2)cc1)c1cc(Cl)ccc1Cl,49.6,-2.2,-52.1,5.7,2.3,-4.4,-1.4,27.9,21.8
CN1CCN(S(=O)(=O)c2ccc([N+](=O)[O-])cc2)CC1,2.2,-0.4,-6.5,-2.6,4.0,-0.1,-4.2,5.5,4.3
COCC(=O)NNC(=S)Nc1cccc(C)c1C,0.1,7.0,-1.2,3.8,6.1,-4.5,-2.8,2.7,3.9
COc1ccccc1N=Cc1c(C)[nH]n(-c2ccc(C)cc2C)c1=O,4.7,-4.1,-14.2,-1.7,6.6,-0.3,-3.9,4.1,9.6
C[C@H](N)c1nnc(SCc2ccc(Cl)cc2Cl)o1,2.0,0.9,-4.6,-2.6,1.2,-7.4,3.1,8.8,-17.3
COc1ccc(C2=NOC(C(=O)NCc3ccc(F)cc3)C2)cc1OC (stereo not drawn),6.3,1.7,-2.8,-1.7,6.2,.,-1.9,-11.5,32.9
O=[N+]([O-])c1ccc(CSc2nc3ncc(Br)cc3[nH]2)cc1,17.6,-3.2,-9.8,2.7,.,-2.0,-4.1,27.5,-3.8
Nc1nc(SCC(=O)Nc2ccc3c(c2)CCC3)n[nH]1,14.1,-2.8,2.0,-3.4,4.2,-3.7,-2.8,9.2,6.8
COc1cccc(N2C(=O)CC(NNc3nc4ccccc4s3)C2=O)c1 (stereo not drawn),-3.5,-3.1,-12.9,6.2,6.1,-5.7,-3.2,-6.3,33.2
Clc1ccccc1-c1nnc2sc(-c3ccc4c(c3)OCO4)nn12,15.8,-1.3,5.1,-3.0,1.8,-4.8,-2.3,-19.0,-9.4
Cc1cc(C)c(NC(=O)CSCc2nc3sc(C)c(C)c3c(=O)[nH]2)c(Cl)c1,8.1,.,.,-1.2,-9.1,0.6,.,.,.
Cc1ccc(N2C(=O)CC(Sc3ccccc3C(=O)O)C2=O)cc1C (stereo not drawn),-22.7,-1.4,-11.7,1.5,1.5,-6.2,-2.0,7.3,4.2
O=C(NCc1cccnc1)c1c(F)c(F)c(F)c(F)c1F,15.0,0.6,7.2,1.8,0.1,-4.2,-0.5,-0.4,4.4
O=C(O)c1ccccc1C(=O)Nc1n[nH]c(=S)s1,-7.7,1.4,-18.9,5.9,-3.4,-1.4,-2.1,11.8,7.1
CC(=O)Nc1ccc(S(=O)(=O)NCC(=O)OCC(=O)N2CCCCCC2)cc1,-1.4,.,.,4.0,1.2,-1.4,.,.,.
CCc1ccc(NC(=O)c2[nH]c(C)c(C(C)=O)c2C)cc1,-13.1,1.5,-11.3,3.1,0.3,-6.0,-3.0,-1.0,-1.1
